RGS4 inh: human RGS4 inhibition; P49798; HEK293 M3R/RGS4 inducible, Fluo-4 calcium flux; stronger effect = higher value; triggered by carbachol at its EC20; B-score at 10 µM; actives 0.45% (n = 310,000); AID 463165;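 active = B-score, a plate-corrected calcium signal, over three deviations above library mean, with baseline fluorescence within five deviations of library mean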;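 also: RGS4 expression induced by doxycycline in cells with stable M3 receptor; B-score is computed from the integrated fluorescence ratio over baseline after carbachol; higher B-score means a larger calcium signal and so more RGS4 inhibition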
Target sequence (P49798 whole entry, looked up): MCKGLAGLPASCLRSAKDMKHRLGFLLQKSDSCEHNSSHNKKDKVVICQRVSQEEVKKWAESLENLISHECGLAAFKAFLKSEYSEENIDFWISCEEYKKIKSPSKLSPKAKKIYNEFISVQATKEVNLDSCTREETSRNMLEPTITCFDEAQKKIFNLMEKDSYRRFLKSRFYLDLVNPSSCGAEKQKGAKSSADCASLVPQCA
SKKanGAS inh: inhibitors of SKKanGAS S. pyogenes growth in kanamycin (SK-promoter or general growth effect). actives 1.3% (n = 300,000). BacTiter-Glo, 6 h. inhibition, % at 7.5 µM;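 active = mean replicate score, as percent of positive control median, at least 50; inconclusive = mean below 50 but one replicate at or above 50; inactive = mean and every replicate below 50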;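 also: strain carries kanamycin resistance gene driven by streptokinase promoter and grows in 40 µg/ml kanamycin; loss of luminescence reflects streptokinase promoter inhibition or plain growth inhibition; 0% = median of DMSO wells and 100% = positive control at its reference dose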
MrgX1 antag: antagonists of human MrgX1 receptor; MRGX1-HEK293 calcium flux, Fluo-4, BAM8-22 antagonism; stronger effect = lower value; Q96LB2; B-score at 10 µM; actives 1.3% (n = 310,000);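 active = calcium-response B-score plate-corrected more than 3 library SD below zero, starting fluorescence within 5 deviations, no agonist response on first addition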;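 also: peak minus trough fluorescence over baseline after final BAM8-22 challenge near maximal dose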
Target sequence (Q96LB2 whole entry, looked up): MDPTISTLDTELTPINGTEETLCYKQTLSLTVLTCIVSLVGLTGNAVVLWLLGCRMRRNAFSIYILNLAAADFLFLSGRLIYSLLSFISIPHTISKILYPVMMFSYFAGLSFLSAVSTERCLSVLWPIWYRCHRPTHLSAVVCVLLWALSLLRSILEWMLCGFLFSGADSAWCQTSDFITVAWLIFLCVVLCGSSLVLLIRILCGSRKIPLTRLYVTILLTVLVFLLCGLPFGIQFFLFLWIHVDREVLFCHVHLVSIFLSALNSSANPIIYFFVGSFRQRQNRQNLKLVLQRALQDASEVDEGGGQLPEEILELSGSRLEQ
TRPC6 act: activators of mouse TRPC6 channel; Q61143; HEK293-TRPC6 membrane potential dye fluorescence; stronger effect = higher value; B-score at 10 µM; actives 0.13% (n = 310,000); AID 2550;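 active = B-score of the integrated fluorescence ratio above library mean plus 3 SD, and starting fluorescence ratio within library mean plus 5 SD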;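 also: higher score means more depolarization so channel activation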
RGS4 pot: RGS4 potentiation or activation; HEK293 M3R/inducible RGS4, carbachol calcium flux Fluo4; stronger effect = lower value; B-score at 10 µM; actives 0.92% (n = 310,000);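 active = B-score of the integrated calcium signal more than 4 SD below the library mean, with starting fluorescence not abnormally high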;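 also: negative B-score means reduced calcium response which marks RGS4 activation or potentiation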
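Assay system: Inducible-RGS4 HEK293 cells carrying M3 receptor | Schedule: Compound preincubation 20 min at room temperature before agonist | Signal: Kinetic calcium fluorescence imaging with Fluo4-AM dye, 2 µM | Read-out basis: B score from integrated fluorescence ratio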
TRPC6 inhibitor: blocks the mouse TRPC6 cation channel; Q61143; B-score at 10 µM; actives 1.1% (n = 310,000); HEK293-TRPC6, membrane potential dye, ACh-evoked depolarization; stronger effect = lower value;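 active = B-score under library mean minus 3 SD, initial fluorescence not abnormally high, positive integrated signal ratio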;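 also: B-score derived from integrated fluorescence ratio over the kinetic read; more negative B-score means stronger inhibition of depolarization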
MrgX1 ag: human MrgX1 receptor agonism, primary screen. Q96LB2. MrgX1-HEK293 cells, Fluo-4 calcium fluorescence, agonist mode; stronger effect = higher value. B-score at 10 µM. actives 0.44% (n = 310,000);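 active = calcium response B-score plate-corrected fluorescence ratio at least 3 library SD, with starting fluorescence B-score inside 5 SD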
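Material: MrgX1-expressing HEK293 cells / Dosing: compound as first of three additions / Incubation: overnight seeding, then 1 h dark dye loading / Signal: Fluo-4 NW calcium fluorescence / Evaluation: B-scored fluorescence response ratio / Benchmarks: positive and negative control wells on each plate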
TMEM16A inh: inhibitors of mouse TMEM16A calcium-activated chloride channel; Q8BHY3; HEK293 TMEM16A/YFP iodide influx fluorescence, ionomycin; normalized B-score (activity score, 25-100; higher = stronger inhibition) at 10 µM; actives 1.2% (n = 310,000);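 active = ratio plate-corrected score three or more library SD toward inhibition, starting fluorescence score within five deviations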;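 also: score derived from kinetic fluorescence span divided by baseline fluorescence per well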
HDAC3 inh: human HDAC3 inhibition. inhibition, % at 8.3 µM. actives 0.15% (n = 320,000). O15379. recombinant HDAC3, fluorogenic peptide/trypsin coupled, fluorescence; in the data active = inhibition above about 26%, passing the limit was not always enough; inconclusive = no clear call, values can overlap the other calls
Target sequence (O15379 whole entry, looked up): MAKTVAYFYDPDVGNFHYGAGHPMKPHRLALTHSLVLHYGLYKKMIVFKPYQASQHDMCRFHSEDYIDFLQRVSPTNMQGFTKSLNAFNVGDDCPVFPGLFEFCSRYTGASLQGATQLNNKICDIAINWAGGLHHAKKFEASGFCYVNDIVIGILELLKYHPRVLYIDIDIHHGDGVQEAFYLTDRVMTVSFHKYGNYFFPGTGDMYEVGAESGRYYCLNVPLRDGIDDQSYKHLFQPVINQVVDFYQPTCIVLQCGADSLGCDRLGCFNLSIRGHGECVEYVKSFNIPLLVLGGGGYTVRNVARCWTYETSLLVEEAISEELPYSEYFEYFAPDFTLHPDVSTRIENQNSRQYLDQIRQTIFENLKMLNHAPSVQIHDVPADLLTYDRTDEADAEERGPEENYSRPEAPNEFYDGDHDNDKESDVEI
ANO1 activ: activators or potentiators of mouse TMEM16A chloride channel | HEK293 TMEM16A/YFP-H148Q/I152L, iodide quench fluorescence; stronger effect = lower value | Q8BHY3 | actives 0.3% (n = 340,000) | AID 623877 | B-score at 10 µM;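 active = fluorescence-ratio B-score plate-corrected deviation score at least 3 library SD below zero, with starting fluorescence score within 5 deviations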;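 also: channel opened by trigger with iodide after compound preincubation; score built on the fluorescence ratio of max minus min over baseline; more negative score means more quench and so TMEM16A activation or potentiation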
MrgX1 PAM: allosterically activates human MrgX1 receptor signaling; Q96LB2; MrgX1-HEK293, Fluo-4 calcium flux, FDSS; stronger effect = higher value; B-score at 10 µM; actives 0.63% (n = 310,000); AID 588675;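 active = plate-corrected calcium response at least 3 library SD above typical, normal starting fluorescence, not activating the receptor alone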;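 also: compound read alongside a low EC10 to EC30 dose of BAM8-22 agonist; peak minus trough fluorescence over baseline measured at the second addition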
* hit, by the source's call; i = inactive; ? = inconclusive; · = not tested or not shown. Rows were taken by chance; overall some 6.7% were active at least once.

SMILES	RGS4 inh	SKKanGAS inh	MrgX1 antag	TRPC6 act	RGS4 pot	TRPC6 inhibitor	MrgX1 ag	TMEM16A inh	HDAC3 inh	ANO1 activ	MrgX1 PAM
c1ccc(N2CC[N+]3(CCCC3)CC2)nc1	i	1.0	i	i	i	i	i	i	-1.7	i	i
FC(F)Oc1ccc(NC(=S)NCc2ccccc2)cc1Cl	i	4.3	i	i	i	i	i	i	1.9	i	i
Cc1ccc2cc(CN(Cc3ccc4c(c3)OCO4)Cc3nnnn3Cc3ccco3)c(=O)[nH]c2c1C	i	25.1	i	i	i	i	i	i	-5.7	i	i
CC(CN1CCCCC1)NC(=O)c1cc(-c2ccccn2)nc2ccc(Cl)cc12 (stereo not drawn)	i	-6.9	i	i	i	i	i	i	4.4	i	i
N#CC1CCCc2c1[nH]c1ccc([N+](=O)[O-])cc21 (stereo not drawn)	i	6.3	i	i	i	i	i	i	0.0	i	i
Cn1c(SCC(=O)NC2CCCCC2)nnc1-c1cccnc1	i	-16.4	i	i	i	i	i	i	4.3	i	i
Cc1nccc2[nH]c(=O)c(C(=O)NC(C)CCc3ccccc3)cc12 (stereo not drawn)	i	-9.8	i	i	i	i	i	i	3.1	·	i
CCc1nnc(NC(=O)CSc2ncc(-c3ccccc3)n2CC)s1	i	-6.6	i	i	i	i	i	i	7.1	i	i
CCNc1nc(NC(C)C)nc(Oc2ccc(/C=N/O)cc2)n1	i	-2.0	i	i	i	i	i	i	-2.4	i	i
NCC(O)CN1CCN(Cc2ccccc2)CC1 (stereo not drawn)	i	-1.4	i	i	i	i	i	i	1.8	i	i
Cc1ccc(NS(=O)(=O)c2ccc(OCC(=O)NCc3cccnc3)cc2)cc1	i	6.0	i	i	i	i	i	i	-4.6	i	i
CCc1cc(C(=O)NNC(=S)NCc2ccccc2)cs1	i	2.5	i	i	i	i	i	i	?	i	i
O=S(=O)(NCC1CCN(c2ccc(S(=O)(=O)N3CCOCC3)cc2)CC1)c1ccccc1	i	3.0	·	i	i	i	·	·	·	i	·
CCCOc1ccc(C2C(C(=O)c3ccco3)=C(O)C(=O)N2CCN2CCOCC2)cc1OC (stereo not drawn)	i	-0.4	i	i	i	i	i	i	1.5	·	i
C=CCN1C(=O)/C(=C/c2ccc(OCC(=O)O)cc2)S/C1=N/c1nccs1	i	12.7	i	i	i	i	i	i	·	i	i
c1ccc(N2CCN(Cc3nnnn3C3CCCCC3)CC2)cc1	i	-10.7	i	i	i	i	i	i	-1.9	i	i
CCOc1ccc(NC(=O)CN(C)S(=O)(=O)c2cccc3cccnc23)cc1	i	0.4	i	i	i	i	i	i	-6.3	i	i
O=C(Nn1c(SCc2ccccc2F)nc2ccsc2c1=O)c1ccccc1	i	9.7	i	i	i	i	i	i	0.4	i	i
OCC[C@H]1C[C@H](O)[C@@H](O)[C@@]2(CCc3ccccc3O2)O1	·	·	i	·	·	·	i	i	-2.0	i	i
O=C(OCC(=O)N1CCCC1=O)c1cccc([N+](=O)[O-])c1	i	1.7	i	i	i	i	i	i	-0.3	i	i
O=C(O)CCCCCCCCCCCc1ccccc1	i	1.4	i	i	i	i	i	i	6.2	i	i
COc1ccc(NC(=O)CCOc2ccccc2)cc1	i	0.4	i	i	i	i	i	i	-10.7	i	i
O=C(Cc1c[nH]c2ccccc12)Nc1nnc(C2CC2)s1	i	8.1	i	i	i	i	i	i	4.6	i	i
O=C(c1ccc2c(c1)OCCO2)C1CCN(C(=O)Nc2ccccc2F)CC1	i	-16.1	i	i	i	i	i	i	3.5	i	i
OCCNC(=S)Nc1ccc(Oc2ccccc2)cc1	i	6.0	i	i	i	i	i	i	3.9	i	i
Cc1cccc(NC(=O)CSc2nccn2Cc2ccco2)c1	i	15.4	i	i	i	i	i	i	1.1	i	i
CCC(C)(C(=O)NC1CCCCC1)N(CC1CCCO1)C(=O)c1ccccn1 (stereo not drawn)	i	-18.9	i	i	i	i	i	i	-3.8	i	i
Cc1ccc(C2N(c3ccccc3)C(=O)N3CCCN23)cc1 (stereo not drawn)	i	3.9	i	i	i	i	i	i	0.7	i	i
CCN1C(=O)c2cccc3c(NC(=O)C(C)(C)C)ccc1c23	i	-2.3	i	i	i	i	i	i	1.3	i	i
COCCCn1[nH]c2c3c(ccc2c1=O)C(=O)c1ccccc1C3=O	i	21.0	i	i	i	i	i	i	4.5	i	i
c1ccc2c(c1)Cc1cc3ccccc3nc1-2	i	22.7	i	i	i	i	i	i	-0.8	i	i
O=C(CSc1ccsc1[N+](=O)[O-])N1CCN(c2ccccc2)CC1	i	4.1	i	i	i	i	i	i	1.7	i	i
O=C1Nc2ccccc2N(O)N1c1ccc(S(=O)(=O)N2CCCCCC2)cc1	i	-5.2	i	i	i	i	i	i	-3.9	i	i
O=C(Nc1ccc2c(c1)OCO2)C1CC(c2cccc(Br)c2)=NO1 (stereo not drawn)	i	-0.6	i	i	i	i	i	i	-2.6	i	i
Cc1ccc(S(=O)(=O)N2CCCCC2)cc1C(=O)N1CCN(c2ccccn2)CC1	i	-12.8	i	i	i	i	i	i	-3.6	i	i
Nc1ccccc1SCC(=O)Nc1cccc2ccccc12	i	2.3	i	i	i	i	i	i	-0.1	i	i
COc1ccc(S(=O)(=O)N(C)c2ccc(C(=O)Nc3cccnc3)cc2)cc1	i	-6.2	i	i	i	i	i	i	8.3	i	i
Cc1ccccc1NC(=O)C1(C)Cc2ccccc2C(=O)O1 (stereo not drawn)	i	15.7	i	i	i	i	i	i	11.5	i	i
Cc1ccc(NC(=O)C2CC2C)cc1S(=O)(=O)N1CCOCC1 (stereo not drawn)	i	-10.4	i	i	i	i	i	i	-0.6	i	i
CC(=O)Nc1ccc(N(C(=O)c2cnccn2)C(C(=O)NC2CCCCC2)c2ccc(F)cc2)cc1 (stereo not drawn)	i	-2.5	i	i	i	i	i	i	2.5	i	i
Cc1c(C(=O)/C=C/c2cccs2)oc2ccc(F)cc12	i	-8.2	-6.02*	i	i	i	i	i	5.1	i	i
Cc1nn(-c2ccccc2)c(C)c1-c1cc(C(=O)N/N=C/c2cccnc2)[nH]n1	i	19.5	i	i	i	i	i	i	3.9	·	i
CSc1ccccc1OCc1cc(C(=O)NC(C)c2cnn(C)c2)no1 (stereo not drawn)	i	-4.4	i	i	i	i	i	i	3.8	i	i
CCOc1ccc(C(=O)Nc2ccc(S(=O)(=O)Nc3nccc(C)n3)cc2)cc1OCC	i	5.3	i	i	i	i	i	i	-2.5	i	i
NS(=O)(=O)c1ccc(CCNCC#Cc2ccccc2)cc1	i	2.9	i	i	i	i	i	i	0.2	i	i
COc1ccc(/C(C)=N/NC(=O)c2nnn(-c3nonc3N)c2CN(C)c2ccccc2)cc1	i	-2.0	i	i	i	i	i	i	-6.8	i	i
Nc1c(C(=O)NCc2ccco2)c2nc3ccccc3nc2n1CCc1ccccc1	i	18.1	·	i	i	i	·	·	·	i	·
O=C(NC1CCCC1)c1n[nH]c2ccccc12	i	-15.5	i	i	i	i	i	i	-3.3	i	i
COc1nn(C(C)C(=O)N2N=C(C(F)F)CC2(O)C(F)F)cc1[N+](=O)[O-] (stereo not drawn)	i	-1.4	i	i	i	i	i	i	1.9	i	i
c1ccc2c(c1)CCCN2c1nc2ccccc2n2cnnc12	i	-4.2	i	i	i	i	i	i	10.2	i	i

Going on with the list:
SMILES	RGS4 inh	SKKanGAS inh	MrgX1 antag	TRPC6 act	RGS4 pot	TRPC6 inhibitor	MrgX1 ag	TMEM16A inh	HDAC3 inh	ANO1 activ	MrgX1 PAM
CCOC(=O)C(=O)Nc1ccc2c(c1)OCO2	i	-0.2	i	i	i	i	i	i	0.7	i	i
O=C(COC(=O)/C=C/c1ccccc1Cl)NCc1ccco1	i	-1.0	i	i	i	i	i	i	8.4	i	i
COc1ccc(N2CCN(c3nc4c(C)cccn4c(=O)c3/C=C(\C#N)C(N)=O)CC2)cc1	i	9.9	i	i	i	i	i	i	-13.1	i	i
O=C(Nc1nnc(S(=O)(=O)N2CCOCC2)s1)c1ccccc1Br	i	18.2	i	i	i	i	i	i	?	i	i
Cc1nn2c(-c3ccccc3)ccnc2c1Br	i	13.2	i	i	i	i	i	i	?	i	i
CN(C)CCN1C(=O)C2C3C=CC(C3)C2C1=O (stereo not drawn)	i	-2.2	i	i	i	i	i	i	9.3	i	i
CC(=O)Nc1ccc(S(=O)(=O)N2CCN(c3cc(C)ccc3C)CC2)cc1	i	-6.0	i	i	i	i	i	i	-4.0	i	i
CC1CCCCN1C(=O)CCS(=O)(=O)c1cc2c(cc1Cl)NC(=O)CO2 (stereo not drawn)	i	-2.6	i	i	i	i	i	i	-7.0	i	i
Nc1ncc(Br)cc1S(=O)(=O)NCCC(=O)N1CCN(c2ccccn2)CC1	i	3.0	i	i	-8.67*	i	i	i	9.0	i	i
CCCCn1c(SCC(=O)NCc2ccco2)nnc1-c1ccoc1C	i	3.4	i	i	i	i	i	i	9.2	i	i
O=S(=O)(c1ccc(-c2cnc(C3CC3)o2)cc1)N1CCN(c2ccccc2)CC1	i	-4.8	i	i	i	i	i	i	-2.7	i	i
CCCCCCP(=O)(O)c1ccccc1	i	-0.9	i	i	i	i	i	i	15.7	i	i
C/C(=N\NC(=O)c1ccccc1)c1ccc(N2CCOCC2)cc1	i	0.7	i	i	i	i	i	i	3.0	i	i
Cc1cc(C)c2nc(SCC(=O)NCCN3C(=O)CSC3=O)cc(C)c2c1	i	-5.3	i	i	i	i	i	i	9.0	i	i
Cc1cc(C)c(C#N)c(Nc2cccc(C)c2C)n1	i	1.3	i	i	i	i	i	i	-3.5	i	i
Cc1ccccc1CN1C[C@@H]2C[C@@H](c3cn[nH]c3-c3ccc(F)cc3)N3CCC[C@@]23C1=O	i	8.8	i	i	i	i	i	i	5.9	i	i
Cc1cccc(CC(=O)NCC2CCCCC2)c1	i	-0.2	i	i	i	i	i	i	-7.0	i	i
COc1ccc(S(=O)(=O)N2CCOCC2)cc1C(=O)Nc1ccon1	i	-3.0	i	i	i	i	i	i	3.9	i	i

High-throughput results (PubChem)
